Screens as filed in PubChem BioAssay.
Rac1 wt modul = modulators of human Rac1 wildtype GTP binding; GTP binding activity (% of control), % at 10 µM; P63000; AID 757; hit rate 0.27% among 190,000; GST-Rac1 beads, fluorescent GTP binding, flow cytometry; actives lie on both sides; 0 = cold GTP competed, 100 = untreated;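 active = GTP binding activity at least 20 points away from the 100% control level, either lower or higher; inconclusive = compound flagged as likely green fluorescent, judged across all proteins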
GSH fluor = GSH bead compound fluorescence profile. GSH beads flow cytometry, compound fluorescence 488/530 nm; stronger effect = higher value. fluorescence (KMESF) at 10 µM. hit rate 0.25% among 190,000; in the data active = fluorescence above about 89;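 also: glutathione beads carrying GST-tagged Bcl family fusion proteins plus one bare bead set; values are compound well signal with DMSO vehicle wells as background; inactives centre near 16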
Pf gamet viab = inhibitors of late stage P. falciparum gametocyte viability; inhibition, % at 10.9 µM; P. falciparum stage V gametocytes, ATP luminescence, 24 h; hit rate 0.065% among 150,000;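 active = inhibition above the mean plus 3 SD of compounds within the control limits, set per campaign, cut at about 38% in these data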;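 also: 0% = DMSO wells and 100% = medium only without gametocytes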
Cdc42 wt = modulators (inhibitors or activators) of GTP binding to human Cdc42 wildtype; AID 761; GST-Cdc42 beads, Bodipy-GTP binding, flow cytometry; actives lie on both sides; percent activity (GTP binding), % at 10 µM; hit rate 0.2% among 190,000;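 active = percent activity GTP binding at least 20 points away from the 100% baseline, either down as inhibitor or up as activator; inconclusive = compound flagged as likely green fluorescent from well-wide comparison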;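 also: median bead fluorescence of bound Bodipy-FL-GTP at 100 nM; 0% = excess unlabeled GTP control and 100% = no compound control; below 100% means less GTP binding so inhibitor and above means activator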
Target sequence (P60953 whole entry, looked up): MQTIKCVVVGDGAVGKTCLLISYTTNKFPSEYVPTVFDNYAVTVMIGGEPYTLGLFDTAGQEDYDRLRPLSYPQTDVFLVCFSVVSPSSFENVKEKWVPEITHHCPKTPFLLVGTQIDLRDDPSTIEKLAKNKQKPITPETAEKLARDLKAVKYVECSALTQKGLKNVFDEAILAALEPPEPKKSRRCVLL
Rab7 wt modul = modulators of GTP binding to dog Rab7 wildtype GTPase. GST-Rab7 beads, fluorescent GTP binding, flow cytometry; actives lie on both sides; untreated = 100%, excess cold GTP = 0%. GTP binding activity (percent of control), % at 10 µM. hit rate 0.055% among 190,000;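 active = fluorescent GTP binding to Rab7 beads changed by at least 20 points from the 100% baseline, either direction, mostly lower; inconclusive = compound itself probably fluorescent, or too few beads counted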;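 also: median green fluorescence of bound Bodipy-FL-GTP per Rab7 bead population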
Mcl1-Noxa inh = Mcl-1/Noxa interaction inhibition | Q07820 | TR-FRET Mcl-1/Noxa peptide binding, 2 h | inhibition, % at 21.7 µM | hit rate 1.5% among 220,000;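 active = compounds that cut the protein-peptide binding signal by more than 50% relative to plate controls in a single-dose test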;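 also: His-tagged Mcl-1 with rhodamine Noxa BH3 peptide and terbium anti-His antibody; 0% = Mcl-1 plus Noxa peptide wells and 100% = peptide-only wells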
Target sequence (Q07820 whole entry, looked up): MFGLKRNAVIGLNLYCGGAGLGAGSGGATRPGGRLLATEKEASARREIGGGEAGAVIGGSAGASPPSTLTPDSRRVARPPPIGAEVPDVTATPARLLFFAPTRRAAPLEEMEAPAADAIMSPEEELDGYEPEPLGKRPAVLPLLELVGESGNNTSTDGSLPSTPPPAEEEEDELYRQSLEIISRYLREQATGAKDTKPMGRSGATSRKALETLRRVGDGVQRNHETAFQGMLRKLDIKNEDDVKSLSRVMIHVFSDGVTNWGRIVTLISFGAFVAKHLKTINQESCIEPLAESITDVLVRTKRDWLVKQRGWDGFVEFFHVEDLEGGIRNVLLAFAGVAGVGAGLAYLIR
Rac1 mut GTP = modulators of GTP binding to human Rac1 activated mutant | P63000 | GST-Rac1 activated beads, fluorescent GTP binding, flow cytometry; actives lie on both sides; 100% means binding = to untreated wells | percent activity (GTP binding), % at 10 µM | hit rate 0.11% among 190,000 | AID 764;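 active = GTP binding at least 20 percentage points away from the 100% baseline, in either direction, so actives lie on both sides; inconclusive = Compound likely fluorescent itself, or too few beads counted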
Avidin fluor = avidin bead compound fluorescence profile. fluorescence (KMESF) at 10 µM. Avidin beads, compound fluorescence 488/530 nm, flow cytometry; stronger effect = higher value. hit rate 0.38% among 220,000. AID 1775; in the data active = fluorescence above about 47; also: inactives centre near 10
Mcl1 Bid PPI = Mcl-1/Bid interaction inhibition | Q07820 | TR-FRET Mcl-1/Bid-Dy647 peptide binding, 1536-well | inhibition, % at 21.7 µM | hit rate 0.97% among 220,000;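 active = compounds that cut the binding signal by more than half at the single screening dose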;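 also: His-tagged Mcl-1 with europium anti-His antibody binding Bid BH3 peptide; 0% = Mcl-1 plus peptide wells and 100% = peptide-only wells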
HRas wt GTP bind = human HRas wildtype GTP binding, change in either direction; P01112; GST-Ras wt beads, Bodipy-FL-GTP binding, flow cytometry; actives lie on both sides; GTP binding activity, % at 10 µM; hit rate 0.14% among 190,000;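 active = GTP binding activity at least 20% away from the 100% baseline, either lowered as inhibitor or raised as activator; inconclusive = flagged as likely green fluorescent, judged across all proteins in the well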;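 also: 0% = unlabeled GTP competition control and 100% = no-compound control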
Target sequence (P01112 whole entry, looked up): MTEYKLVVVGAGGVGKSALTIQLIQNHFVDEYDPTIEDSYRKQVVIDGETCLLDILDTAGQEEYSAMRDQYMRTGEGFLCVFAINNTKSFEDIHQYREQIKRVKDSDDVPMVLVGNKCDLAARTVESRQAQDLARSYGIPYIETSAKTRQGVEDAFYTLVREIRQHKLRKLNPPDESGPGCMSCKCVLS
Rab2 wt GTP = changes GTP binding to wildtype dog Rab2A, up or down; P61105; GST-Rab2 wt beads, Bodipy-GTP binding, flow cytometry; GTP binding activity, % at 10 µM; hit rate 0.19% among 190,000;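 active = GTP binding activity at least 20 points away from 100%, either lowered or raised; inconclusive = signal likely due to the compound's own green fluorescence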;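 also: 0% = beads with excess unlabeled GTP and 100% = no-compound control corrected for plate trend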
* hit, by the source's call; ? = inconclusive; / = not tested or not shown.

SMILES	Rac1 wt modul	GSH fluor	Pf gamet viab	Cdc42 wt	Rab7 wt modul	Mcl1-Noxa inh	Rac1 mut GTP	Avidin fluor	Mcl1 Bid PPI	HRas wt GTP bind	Rab2 wt GTP
Cc1ccc(COC(=O)c2nn(C)c(=O)c3ccccc23)cc1	97	15	/	96	97	8	94	12	3	94	93
COc1ccc(CNC(=O)C/C(C)=N/NC(=O)C23CC4CC(CC(C4)C2)C3)cc1	96	12	9	95	103	8	96	13	-15	100	99
COC(=O)c1c(NC(=O)c2ccc(C)c(S(=O)(=O)Nc3ccccc3C)c2)sc2c1CCCC2	105	11	/	100	100	-3	102	9	-30	102	99
COc1ccc(C2c3c(ncn(Cc4ccco4)c3=N)Oc3ccc4ccccc4c32)cc1 (centres undefined)	105	24	12	103	102	22	103	13	18	103	104
O=C(c1cn(-c2ccccc2)nc1-c1cccs1)N1CCN(c2ccc(F)cc2)CC1	93	12	/	91	92	-2	92	20	-20	92	92
Cc1ccccc1NC(=O)NCCCN1CCN(c2ccccc2)CC1	100	35	/	100	100	31	98	24	-40	98	98
COc1cc(/C=C(\C#N)C(=O)Nc2cccnc2)ccc1OC(C)C	104	10	16	102	94	4	98	9	-8	98	98
Cc1ccc(C(=O)NC(=S)/C=C2\N(C)c3ccccc3C2(C)C)cc1	103	20	9	101	98	-1	100	13	-148	101	99
O=C(CN1CCOCC1)Nc1ccccc1Sc1ccccc1	102	11	16	100	100	18	101	4	0	98	98
O=C(Nc1ccc(Cl)cc1)N(Cc1cccs1)Cc1cccs1	102	35	/	100	100	-3	97	15	3	100	99
O=C(N/N=C/c1cccs1)C1CC(=O)N(c2ccccc2)C1 (centres undefined)	97	16	/	100	98	15	95	19	-16	102	101
O=C(/C=C/c1cn(-c2ccccc2)nc1-c1ccc2c(c1)OCCO2)NCCO	95	13	14	94	103	4	93	9	-30	100	98
Cc1csc(NC(=O)c2cc3c(s2)CCC3)n1	107	44	/	107	102	2	103	10	1	102	105
Cc1cc(N2CCN(C(=O)c3ccco3)CC2)n2ncnc2n1	102	15	/	100	100	-2	101	6	4	100	100
Cc1ccccc1OCC(=O)Nc1ccc(S(=O)(=O)Nc2ccccn2)cc1	103	19	-7	102	102	20	99	7	-49	98	99
CS(=O)(=O)N(CC(=O)N1CCN(Cc2ccc3c(c2)OCO3)CC1)Cc1ccc(Cl)cc1	102	31	/	101	101	-18	99	10	-3	101	99
Cc1cc(C)n2nc(SCc3nnc(SCc4ccccc4Cl)s3)nc2n1	102	33	/	103	102	17	102	5	-10	101	102
COc1ccc(-c2c(N)n[nH]c2C)cc1OC	102	24	8	100	99	13	100	12	-52	98	100
O=C(O)CSc1nnc(CNc2ccc(Cl)cc2)n1Cc1ccccc1	97	51	2	99	99	3	89	7	-45	99	97
O=C(NCCc1c[nH]c2ccccc12)C(=O)NCC1OCCN1S(=O)(=O)c1ccccc1 (centres undefined)	97	12	9	94	93	4	96	10	-25	94	94
COc1ccc(C2CC3(CC(C)(C)NC(=S)N3)Oc3cc(O)cc(C)c32)cc1OC (centres undefined)	105	11	4	96	98	-4	95	6	-42	100	101
O=C(Nc1ccn(Cc2ccccc2)n1)c1n[nH]c([N+](=O)[O-])c1Cl	96	7	/	99	94	18	96	1	5	95	95
CN(C)C(=O)N1CCC(C(=O)NC2CCCCCCC2)CC1	101	39	/	104	99	4	97	6	-12	101	102
CCCCSc1nc2c(cnn2-c2ccc(C)c(C)c2)c(=O)[nH]1	106	13	/	102	99	-1	99	6	-3	98	99
O=C(CCC1CCCC1)NCc1cccs1	96	10	-14	98	92	5	95	5	-6	97	99
CC(=O)Nc1ccc(/C(C)=N/NC(=O)c2ccccc2Cl)cc1	103	10	/	100	95	0	102	7	-5	101	102
CC1(C)CC(NC(=S)NCc2ccc3c(c2)OCO3)CC(C)(C)N1	101	16	/	96	107	23	98	9	1	99	96
COc1ccc(-n2c(CNC(=O)c3cc(OC)c(OC)c(OC)c3)n[nH]c2=S)cc1	100	15	8	101	100	17	100	14	-10	101	101
O=c1oc2cc(O)ccc2c2c1CCCC2	99	24	-5	101	104	2	102	11	-13	102	103
Cc1nonc1NC(=O)OC1CCCCC1	103	5	/	103	102	8	99	10	-1	102	104
O=C(CC1OC(=O)c2ccccc21)c1ccco1 (centres undefined)	110	16	9	104	101	30	101	7	15	103	103
O=C(Nc1nnc(C2CCCCC2)s1)c1ccco1	104	11	-6	101	103	0	95	21	-12	103	101
OCCNc1cnc2ccccc2n1	98	10	-9	97	98	14	95	10	-19	97	98
O=c1cnnc(N/N=C/c2c[nH]c3ccccc23)[nH]1	?	16	-28	?	?	14	?	6	-24	?	?
Cc1ccc(Nc2cc(=O)n(C3CCCCC3)c(=O)[nH]2)cc1C	108	10	/	105	96	10	99	28	95*	102	99
CCNC(=S)N/N=C/c1cccs1	99	16	/	98	97	9	95	21	-29	96	98
COc1cc2nc(C3CCC3)n(NC(=O)COc3ccccc3)c(=O)c2cc1OC	?	8	-3	?	?	3	?	14	-1	?	?
Cc1ccc(NC(=O)CSC(C)C(=O)NCCc2ccccn2)cc1 (centres undefined)	98	15	8	94	106	19	95	9	-35	98	98
CC(C)(C)c1nc(SCC(=O)N2CCCC2)c2ccccc2n1	104	16	/	96	102	10	96	11	1	101	96
CCOC(=O)C1Sc2[nH]c(=O)sc2C(c2ccc(Cl)cc2)C1C(=O)OCC (centres undefined)	100	32	/	96	99	-8	96	-5	-17	97	97
O=c1[nH]c(CSc2nc(-c3ccc(F)cc3)cs2)nc2ccccc12	105	9	-9	102	101	0	99	20	-37	101	100
O=C(CN1CCC(C(=O)c2ccc(F)cc2)CC1)Nc1ccccc1	95	13	29	98	99	-5	97	41	-3	98	96
O=S(=O)(c1cccs1)N1CCc2ccccc21	106	4	/	104	97	-8	102	7	-27	101	99
COc1cc2c(cc1NC(=O)c1cccnc1)CCCC2	103	11	/	101	98	16	99	5	-38	99	101
O=S(=O)(NCCc1ccccc1)c1cccc2nsnc12	99	27	5	95	99	3	93	10	39	94	93
CC1(C)CC(=O)C=C(NNC(=O)c2ccccc2O)C1	101	25	/	102	98	-37	98	19	-106	98	98
COc1ccc(Br)cc1S(=O)(=O)NNC(=O)c1c(C)nc2ccccn12	99	10	3	98	100	5	97	9	-6	100	98
COc1ccc(NC(=O)CN2CCN(CC(=O)Nc3ccccc3Cl)CC2)cc1	101	5	-20	101	95	5	99	8	-25	99	97
CC1=CC2=NC(=O)/C(=C\c3cc(C)n(-c4ccc(F)cc4)c3C)C(=N)N2O1	103	10	/	100	100	16	100	8	-42	97	95
COc1ccccc1NC(=O)Cc1noc(CSc2nnc(C(F)(F)F)n2C)n1	95	8	9	94	98	-1	94	24	-2	95	98
C=C(C)C1CC=C(CN2CCC(O)CC2)CC1 (centres undefined)	100	10	/	104	100	5	98	11	-20	103	101
CCOc1ccccc1CN1CCN(Cc2cccc3c2OCO3)CC1CCO (centres undefined)	95	15	-26	97	95	15	97	12	-18	95	98
Cc1ccc(CN(Cc2ccco2)C(=S)NCC(=O)NCc2cccnc2)cc1	98	15	22	99	99	4	98	12	-30	99	99
O=C(CCN1C(=O)/C(=C/c2cccc(Br)c2)SC1=S)NNC(=O)c1cccnc1	98	7	/	98	98	46	95	7	67*	98	94
COC(=O)c1ccc(NC(=S)Nc2cccc(C)n2)cc1	97	11	-8	96	104	-2	94	11	-3	96	97
CCOc1ccc(C(=O)CSCC(=O)O)cc1	94	13	21	95	97	-10	93	11	-21	91	95
COc1ccc(C(=O)CSc2nnc(-c3ccco3)o2)cc1	99	11	-6	102	109	19	98	24	9	101	104
CCOc1ccc(OCCOCCN2CCOCC2)cc1	96	12	/	100	99	-44	98	17	30	102	100
O=c1cc(CN2CCN(c3ccc(F)cc3)CC2)c2cc3c(cc2o1)CCCC3	100	56	/	101	103	19	98	21	-19	101	100
Cc1ccc(NC(=O)COC(=O)C2CC2C)c(S(=O)(=O)N2CCCCC2)c1 (centres undefined)	100	4	/	98	97	-10	97	3	-14	97	98
(more compounds)
SMILES	Rac1 wt modul	GSH fluor	Pf gamet viab	Cdc42 wt	Rab7 wt modul	Mcl1-Noxa inh	Rac1 mut GTP	Avidin fluor	Mcl1 Bid PPI	HRas wt GTP bind	Rab2 wt GTP
COc1ccc2nc(NC(=O)c3cccc(OCc4c(C)noc4C)c3)sc2c1	98	27	/	93	97	-8	96	21	24	94	94
Cc1ccc(N(CC(=O)Nc2cc(Cl)ccc2Oc2ccccc2)S(C)(=O)=O)c(C)c1	98	18	23	100	97	-3	98	12	-11	99	102
CN1C(=O)CS/C1=N\NC(=O)COc1cccc2cccnc12	96	14	-19	96	97	4	97	8	-16	99	101
O=c1[nH]n2c(-c3ccccc3)nc(O)c2c2ccccc12	94	20	14	95	104	-13	95	4	-13	97	95
O=C(NNS(=O)(=O)c1ccc(C(=O)NC2CCCC2)cc1)c1ccncc1	100	13	-3	97	102	16	96	9	-38	99	99
COc1ccc(NC(=O)Nc2cccc(C(=O)N3CCOCC3)c2)cc1OC	105	32	7	100	100	9	99	14	-5	101	102
COc1ccc(C(=O)CSc2nc(C)cc(=O)[nH]2)cc1	101	28	/	101	99	25	98	9	5	101	100
N#CC1(C#N)C(c2ccccc2)OC23CCCCC2C1(C#N)C(=N)O3 (centres undefined)	105	10	-1	103	99	10	100	11	-28	101	101
Cc1sc2nc(SCC(=O)NCc3ccco3)[nH]c(=O)c2c1C	99	26	/	99	97	7	96	4	5	99	97
CCOC(=O)Cc1csc(NC(=O)CCN2C(=O)c3ccccc3C2=O)n1	104	6	/	97	100	-27	97	9	-26	99	101
Oc1ccc(Br)cc1/C=N/N1CCN(Cc2ccccc2)CC1	92	38	14	96	95	/	95	10	-30	96	97
CC(C)(C)c1ccc(C2C3=C(CCCC3=O)NC3=C2C(=O)c2ccccc23)cc1 (centres undefined)	97	8	/	96	93	28	96	35	-75	99	95
Cc1cc2c(c(C)nn2-c2ccccc2)c(=O)o1	104	13	17	102	103	6	101	11	-7	99	101
Cc1cc(Oc2ccc(C(C)(C)C)cc2)nc(N2CCOCC2)n1	100	7	/	99	96	4	99	9	-7	97	99

Rewritten with values under each structure: part of the list above.
Values run as follows: Rac1 wt modul, GSH fluor, Pf gamet viab, Cdc42 wt, Rab7 wt modul, Mcl1-Noxa inh, Rac1 mut GTP, Avidin fluor, Mcl1 Bid PPI, HRas wt GTP bind, Rab2 wt GTP
Cc1ccc(N(CC(=O)Nc2cc(Cl)ccc2Oc2ccccc2)S(C)(=O)=O)c(C)c1
    98, 18, 23, 100, 97, -3, 98, 12, -11, 99, 102
Cc1sc2nc(SCC(=O)NCc3ccco3)[nH]c(=O)c2c1C
    99, 26, /, 99, 97, 7, 96, 4, 5, 99, 97
